Assay outcomes as filed in PubChem BioAssay.
TDP1 cell noCPT: qHTS for Inhibitors of human tyrosyl-DNA phosphodiesterase 1 (TDP1): qHTS in cells in absence of CPT; DT40 Tdp1-/- hTDP1 cells, no CPT, ATP luminescence, 48 h; AID 686978, 2013; Potency, µM (titrated, usually from 46.2 µM), without a hit: top-dose activity change, negative = growth inhibition, usual class: inhibitors; hit rate 15% among 420,000; active = well fitted inhibition curve with a large enough effect; inconclusive = small, poorly fitted or top-dose-only effect; note: nearly all actives have a fitted effect of over 55% in size
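Chicken DT40 Tdp1-/- cells stably complemented with human TDP1 were seeded at 400 cells/well with DMSO in place of 20 nM camptothecin. After compound pinning, cells grew at least 48 hr at 37 °C; viability read by CellTiter-Glo luminescence.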
* hit, by the source's call. % is set by controls: 0 for no effect and ±100 for the full control effect; potency is the fitted concentration of half-maximal effect. Some of the compounds tested, so the mix of outcomes need not match the whole.

Sample of the layout:
How did CC1=C(C(N)=O)C(c2ccc(F)cc2)n2nc(-c3ccc(N(C)C)cc3)nc2N1 (configuration not stated) do in these assays?
TDP1 cell noCPT: 1%

How did C[C@@H]1O[C@H](C2CC2)Cc2[nH]c(=S)[nH]c(=O)c21 do in these assays?
TDP1 cell noCPT: -18%

How did COc1ccc(CN2CCC[C@]3(N[C@H](c4ccc(C(F)(F)F)cc4)[C@@H]4C(=O)N(C)C(=O)[C@@H]43)C2=O)cc1 do in these assays?
TDP1 cell noCPT: inconclusive

How did O=C(NC(c1ccc(-c2ccccc2)cc1)c1cnccn1)C1CCN(CCOc2ccc(F)cc2)CC1 (configuration not stated) do in these assays?
TDP1 cell noCPT: inconclusive

Results for c1ccc(-c2ccc3ccccc3n2)cc1 ?
TDP1 cell noCPT: -12%

This part in full, from the start:
How did CC1=C(C(N)=O)C(c2ccc(F)cc2)n2nc(-c3ccc(N(C)C)cc3)nc2N1 (configuration not stated) do in these assays?
TDP1 cell noCPT: 1%

How did C[C@@H]1O[C@H](C2CC2)Cc2[nH]c(=S)[nH]c(=O)c21 do in these assays?
TDP1 cell noCPT: -18%

How did COc1ccc(CN2CCC[C@]3(N[C@H](c4ccc(C(F)(F)F)cc4)[C@@H]4C(=O)N(C)C(=O)[C@@H]43)C2=O)cc1 do in these assays?
TDP1 cell noCPT: inconclusive

How did O=C(NC(c1ccc(-c2ccccc2)cc1)c1cnccn1)C1CCN(CCOc2ccc(F)cc2)CC1 (configuration not stated) do in these assays?
TDP1 cell noCPT: inconclusive

Results for c1ccc(-c2ccc3ccccc3n2)cc1 ?
TDP1 cell noCPT: -12%

Results for CC[C@]12C(=O)N(C)C[C@H]([C@@H]3C(=O)N(Cc4ccccc4)C(=O)[C@@H]31)N2C(=O)c1ccc(C(F)(F)F)cc1 ?
TDP1 cell noCPT: -7%

How did Cc1cc(S(=O)(=O)NCCc2ccncc2)cc(C)c1F do in these assays?
TDP1 cell noCPT: -4%

Results for CC1(C(=O)NCc2cccs2)Cc2c(-c3cccc(C(F)(F)F)c3)ccnc2O1 (configuration not stated) ?
TDP1 cell noCPT: 2.9µM*

How did Cc1cccc(C)c1-n1nnnc1C1(C)CCC(=O)N1c1ccc(N2CCOCC2)cc1 (configuration not stated) do in these assays?
TDP1 cell noCPT: inconclusive

How did N#Cc1cc2cc3c(cc2nc1Cl)OCCO3 do in these assays?
TDP1 cell noCPT: inconclusive

What do the screens show for `CCN(CC)C(=O)C1=C(C)N(CCC2=CCCCC2)C(=O)C(CC(=O)NCC2CCCCC2)C1` (configuration not stated)?
TDP1 cell noCPT: inconclusive

Results for Cc1c[n+]([O-])cc(C)c1[N+](=O)[O-] ?
TDP1 cell noCPT: -16%

How did CC(=O)N(c1ccc(Cl)cc1)C1SC(=O)N(c2ccccc2)C1=O (configuration not stated) do in these assays?
TDP1 cell noCPT: inconclusive

What do the screens show for `CCOC(=O)Nc1ccc(/C=C/c2ccnc3ccccc23)cc1`?
TDP1 cell noCPT: 13µM*

Results for CC(C)CNC(=O)C1(C)CCCCCN1C(=O)c1cc(C#N)cs1 (configuration not stated) ?
TDP1 cell noCPT: 14%

Results for CSCCC(C(=O)NCc1ccccc1)n1c(Cc2cc(F)cc(F)c2)nc2ccccc21 (configuration not stated) ?
TDP1 cell noCPT: inconclusive

What do the screens show for `O=C(Cn1nc(-c2ccc(Cl)cc2)c2ccccc2c1=O)Nc1cccc(C(F)(F)F)c1`?
TDP1 cell noCPT: inconclusive

Results for CC(=O)Nc1nc(-c2ccccc2)c(-c2ccccc2)s1 ?
TDP1 cell noCPT: inconclusive

Results for CC(C)(C)OC(=O)N1CCC2(CC1)Oc1ccc(F)cc1C(=O)C21CC(c2ccccc2)=NO1 (configuration not stated) ?
TDP1 cell noCPT: inconclusive

Results for C[C@@H]1CN([C@H](C)CO)S(=O)(=O)c2ccc(Br)cc2O[C@@H]1CN(C)Cc1ccc(-c2ccccc2)cc1 ?
TDP1 cell noCPT: 16µM*

How did CCOC1=C2[C@@H](CN(S(=O)(=O)c3ccc(C)cc3)[C@H]2c2cccc3ccccc23)[C@H]2C(=O)NC(=O)[C@H]2C1 do in these assays?
TDP1 cell noCPT: inconclusive

How did Cc1ccsc1C(=O)N1CCN(c2ncc(C(F)(F)F)cc2Cl)CC1 do in these assays?
TDP1 cell noCPT: 15µM*

How did C[C@H](c1ccccc1)N1C[C@@H](COCc2ccccc2)Oc2cc(N3CCC[C@@H]3CO)ccc2S1(=O)=O do in these assays?
TDP1 cell noCPT: 21µM*

What do the screens show for `Nc1c2c(=O)[nH]c(O)cc2nn1-c1ccccc1`?
TDP1 cell noCPT: inconclusive

What do the screens show for `C=CCn1c(SCC(=O)c2ccc(O)c(O)c2)nnc1-c1ccc(OC)cc1`?
TDP1 cell noCPT: 16µM*

Results for COc1ccc(CCC(=O)Nc2ccc(S(=O)(=O)NC3=NCCCCC3)cc2)cc1 ?
TDP1 cell noCPT: 8%

Results for O=C(c1[nH]c(C(F)(F)F)nc1-c1ccccc1)N1CCOCC1 ?
TDP1 cell noCPT: -14%

Results for CN1CC(O)c2cc(N=NC(N)=O)c(O)cc21 (configuration not stated) ?
TDP1 cell noCPT: -2%

What do the screens show for `O=S(=O)(c1ccccc1)C1Cc2ccccc2C1Cl` (configuration not stated)?
TDP1 cell noCPT: -6%

What do the screens show for `CC1CN(Cc2ccccc2)C(=O)N(c2ccccc2)C1=O` (configuration not stated)?
TDP1 cell noCPT: 4%

What do the screens show for `COC(=O)[C@@]12C[C@@H](CC(=O)NCCc3ccccc3OC)C(=O)N(CCc3ccc(OC)c(OC)c3)C1=CCC(C)(C)C2`?
TDP1 cell noCPT: inconclusive

Results for CCC(=O)N1CCC1(C)C(=O)NCc1ccc(SC)cc1 (configuration not stated) ?
TDP1 cell noCPT: 2%

What do the screens show for `CNc1nc(NCC2CCCCC2)c2sccc2n1`?
TDP1 cell noCPT: 13µM*

How did CC1C(=O)N(Cc2cn(Cc3ccco3)nn2)CCS(=O)(=O)N1Cc1ccc(-c2ccc(F)cc2)cc1 (configuration not stated) do in these assays?
TDP1 cell noCPT: inconclusive

How did C[C@@H]1CCCCO[C@H](CN(C)Cc2ccc(C(F)(F)F)cc2)[C@@H](C)CN([C@H](C)CO)C(=O)c2cc(NS(=O)(=O)c3cn(C)cn3)ccc2O1 do in these assays?
TDP1 cell noCPT: inconclusive

What do the screens show for `Cc1cccc2c(N3CCCC3)nc(CNS(=O)(=O)c3ccc4ccccc4c3)nc12`?
TDP1 cell noCPT: inconclusive

How did COc1ccc(-c2cc(NC(C)=O)c3ncc(-c4ccc(OC)c(OC)c4)n3c2)cc1OC do in these assays?
TDP1 cell noCPT: 15µM*

How did Cc1ccc(-c2csc(C(O)c3ccccc3)n2)cc1C (configuration not stated) do in these assays?
TDP1 cell noCPT: inconclusive

What do the screens show for `CC1(C)ON=C(c2cccc(F)c2)NC1=O`?
TDP1 cell noCPT: 7%

Results for O=C(NCC1CC1)NC(=O)c1ccccc1F ?
TDP1 cell noCPT: -21%

What do the screens show for `O=C(NC1CCCC1)N[C@@H]1C=C[C@@H](CC(=O)N2CCOCC2)O[C@@H]1CO`?
TDP1 cell noCPT: 5%

How did C(=C\c1ccccc1)/CN1CCN(C(c2cccs2)c2nnnn2Cc2ccccc2)CC1 (configuration not stated) do in these assays?
TDP1 cell noCPT: 21µM*

Results for COc1ccccc1N1CCN(C(=O)C2CC2)CC1 ?
TDP1 cell noCPT: -11%

What do the screens show for `C1=CC2(C=C1)OC21CCC2(C=CC3(C2)OC3C2CCCCC2)CC1` (configuration not stated)?
TDP1 cell noCPT: inconclusive

What do the screens show for `C#CCN(C[C@@H]1[C@@H](OC(=O)NCc2ccccc2)[C@@H](OC(=O)NCc2ccccc2)CN(C(=O)OC(C)C)N1C(=O)OC(C)C)S(=O)(=O)c1ccc(C)cc1`?
TDP1 cell noCPT: 12µM*

How did Cc1csc(C(C)N(C)C(=O)c2cnn(-c3nccc(-c4cc(C)sc4C)n3)c2C)n1 (configuration not stated) do in these assays?
TDP1 cell noCPT: inconclusive

Results for CC1(C(=O)Nc2ccc3nc[nH]c3c2)CCN1C(=O)CCc1ccccc1 (configuration not stated) ?
TDP1 cell noCPT: inconclusive

Results for CCOc1ccc(S(=O)(=O)N2CCCCC2)cc1NC(=O)Cc1ccc(OC)cc1 ?
TDP1 cell noCPT: inconclusive

Results for CCNC(=O)C1(C)CCN(C(=O)c2ccccc2F)C1 (configuration not stated) ?
TDP1 cell noCPT: 19%

How did COc1ccc(-c2cc(CN3C(=O)c4ccccc4C3=O)on2)cc1 do in these assays?
TDP1 cell noCPT: -9%

How did O=C(O)CCCCCCCCCCC1CCC(O)C1O (configuration not stated) do in these assays?
TDP1 cell noCPT: -8%

How did COc1ccc(-c2nc3cc(C)ccn3c2NCC2CCCO2)cc1OC (configuration not stated) do in these assays?
TDP1 cell noCPT: 0%

How did CCCNC(=O)C1(C)CCN1C(=O)Cc1ccc(C(C)(C)C)cc1 (configuration not stated) do in these assays?
TDP1 cell noCPT: 15µM*

How did COc1ccccc1Cc1c(-c2ccc(OC)c(OC)c2)nc2c(C)cc(Br)cn12 do in these assays?
TDP1 cell noCPT: inconclusive

Results for OCCCn1c(C2CCCN2c2nc(-c3ccc(Cl)cc3)cs2)nc2cc(C(F)(F)F)ccc21 (configuration not stated) ?
TDP1 cell noCPT: inconclusive

Results for COC(=O)C[C@@H]1C=C[C@@H](NC(=O)NC2CCCC2)[C@@H](CO)O1 ?
TDP1 cell noCPT: 0%

Results for O=C(NCCc1ccc(Cl)cc1)c1cccc(S(=O)(=O)N2CCCC2)c1 ?
TDP1 cell noCPT: inconclusive

How did COCC(=O)N(C)C[C@H]1Oc2ncc(Br)cc2C(=O)N([C@@H](C)CO)C[C@H]1C do in these assays?
TDP1 cell noCPT: 6%

Results for CCC(c1nnnn1-c1c(C)cccc1C)N1CCN(CC)CC1 (configuration not stated) ?
TDP1 cell noCPT: -10%

How did COc1ccc(O)c(CN2CCC3(CCC(CNC(=O)c4ccco4)O3)CC2)c1 (configuration not stated) do in these assays?
TDP1 cell noCPT: -12%

What do the screens show for `O=[N+]([O-])c1ccc(CN2CC(N3CCN(CC4CC4)CC3)CS2(=O)=O)cc1` (configuration not stated)?
TDP1 cell noCPT: -25%

How did CC(C)CC(=O)N1CCN(c2ccc([N+](=O)[O-])c(NCc3ccccc3)c2)CC1 do in these assays?
TDP1 cell noCPT: inconclusive

What do the screens show for `CC(=O)NN=C(C)c1ccc(NC(=O)C2CC2)cc1`?
TDP1 cell noCPT: -85%

How did CCc1nc2c(OCc3ccccc3C)cccn2c1N(C)C(=O)C(C)C do in these assays?
TDP1 cell noCPT: 16µM*

What do the screens show for `O=C(Nc1ccc(Br)cn1)c1cnn2c1NC(=C1CC1)C=C2C(F)F`?
TDP1 cell noCPT: -19%

Results for CC1OC(OC2C(CO)OC(OCC3OC(OC(=O)[C@@]45CCC(C)(C)C[C@@H]4C4=CC[C@@H]6[C@@]7(C)CCC(OC8OCC(O)C(O)C8OC8OC(C)C(O)C(O)C8O)[C@@](C)(CO)C7CC[C@@]6(C)[C@]4(C)CC5)C(O)C(O)C3O)C(O)C2O)C(O)C(O)C1O (some centres not stated) ?
TDP1 cell noCPT: inconclusive

Results for Cc1c(C(=O)NCc2ccc(C(C)C)cc2)sc(=O)n1Cc1cccc(F)c1 ?
TDP1 cell noCPT: inconclusive

What do the screens show for `CC(c1nc2ccccc2[nH]1)n1c(=O)c(-c2ccco2)nc2ccccc21` (configuration not stated)?
TDP1 cell noCPT: 18µM*

Results for C[C@H](CO)N1C[C@H](C)[C@@H](CN(C)Cc2cccc(C(=O)O)c2)OCc2cnnn2CCCC1=O ?
TDP1 cell noCPT: -9%

What do the screens show for `CC(C)C(N)c1csc(NC(=O)Nc2ccc(OC(F)(F)F)cc2)n1` (configuration not stated)?
TDP1 cell noCPT: 23µM*

What do the screens show for `c1ccc2c(c1)CC(N1CCCCC1)c1ccccc1S2` (configuration not stated)?
TDP1 cell noCPT: inconclusive

Results for O=C(Nc1ccccc1)c1cc(C2CCCCN2C(=O)CCc2ccccc2)on1 (configuration not stated) ?
TDP1 cell noCPT: -26%

Results for CC(O)C(NS(=O)(=O)c1ccc2ccccc2c1)C(=O)OCC(=O)Nc1ccccc1OC(F)F (configuration not stated) ?
TDP1 cell noCPT: -22%

What do the screens show for `Cn1c(NCCO)nc2c1c(=O)n(Cc1cccc(F)c1)c(=O)n2C`?
TDP1 cell noCPT: -17%

Results for CC1(C(=O)NS(=O)(=O)c2cccc(F)c2)CCN1C(=O)Cc1cccs1 (configuration not stated) ?
TDP1 cell noCPT: -5%

What do the screens show for `C[C@@H](NC(=O)c1ncn2c1C(=O)NC[C@@H]2C)c1ccccc1`?
TDP1 cell noCPT: inconclusive

How did CC(C)(C)c1ccc(C(=O)C2CC2)cc1 do in these assays?
TDP1 cell noCPT: 0%

How did O=C(O)Cc1c[nH]c2ccccc12 do in these assays?
TDP1 cell noCPT: 4%

How did CCc1nc2c(OCc3ccc(F)c(F)c3)cccn2c1N(C)C(=O)CC(C)C do in these assays?
TDP1 cell noCPT: inconclusive

How did O=C(CCC1CCN(C(=O)CC2=CCCCC2)CC1)NCc1ccc(F)cc1 do in these assays?
TDP1 cell noCPT: inconclusive

How did CCOC(=O)[C@]12CCCC=C1N(CCc1ccc(OC)c(OC)c1)C(=O)[C@H](CC(=O)N1CCCC1)C2 do in these assays?
TDP1 cell noCPT: 9.2µM*

What do the screens show for `C[n+]1ccc(/C=C/c2ccc(C=S)cc2)c2ccccc21`?
TDP1 cell noCPT: 3.2µM*

3 entries already listed, arranged by number of heavy atoms, low to high.
How did CC(C)(C)c1ccc(C(=O)C2CC2)cc1 do in these assays?
TDP1 cell noCPT: 0%

What do the screens show for `C[n+]1ccc(/C=C/c2ccc(C=S)cc2)c2ccccc21`?
TDP1 cell noCPT: 3.2µM*

How did CCc1nc2c(OCc3ccc(F)c(F)c3)cccn2c1N(C)C(=O)CC(C)C do in these assays?
TDP1 cell noCPT: inconclusive
